# Screens deposited in PubChem by Broad Institute.
# FN deposition inh: inhibitors of fibronectin matrix deposition, primary screen, AH1F cells, Alexa488-fibronectin fluorescence, plate reader. AH1F fibroblasts, overnight. inhibition, % at 12.6 µM. 350,000 tested, 0.086% active;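 active = mean inhibition across replicates of 30% or more, regardless of how many single replicates reach that level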;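 note: positive control wells lacked labelled fibronectin entirely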
#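 Material – AH1F fibroblast monolayer, labelled fibronectin deposition · Reagent – labelled fibronectin 24 nM · Timing – 1 h adhesion, overnight exposure · Measured by – fluorescence at 485 nm excitation, 525 nm emission · Read-out – inhibition of fibronectin deposition signal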
# Cneo AK release: Cryptococcus neoformans cell lysis inducers, primary screen, AK release luminescence, single concentration | C. neoformans lysis, adenylate kinase release luminescence, 4 h; normalised: neutral wells 0, clomiphene wells 100 | lysis activity, % at 15 µM | 360,000 tested, 0.2% active;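 active = mean lysis activity across replicates of at least 80%, whatever share of replicates individually reach that level; inactive = mean lysis activity below 80%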
#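 Signal: Adenylate kinase release luminescence | Assay system: Log-phase Cryptococcus neoformans yeast cells | Input: Cells at 5 × 10^6 per mL | Buffer or medium: Fresh YPD growth medium | Compound: Single dose | Schedule: Static 4 h at 37 °C with compound, 1 h detection | Controls: Clomiphene | Read-out: Luminescence rise reflecting yeast cell lysis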
# PAX8 reporter: inhibitors of PAX8-driven TPO luciferase reporter, primary screen, RMG-I cells, single concentration; 360,000 tested, 1.2% active; SteadyGlo, 24 h; inhibition, % at 12.6 µM;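 active = mean replicate inhibition at least 60% with every replicate also reaching 60%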;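 note: luciferase light reporting Pax8 driven TPO promoter activity; plate controls were median of neutral control wells for no effect and mitoxantrone controls for full effect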
# Casp6 inh: human caspase-6 inhibitors, primary screen, biochemical, VEID-R110 fluorescence, single point, set 2 | purified caspase-6, Z-VEID-R110 cleavage fluorescence | inhibition, % at 12.5 µM | 350,000 tested, 0.53% active | AID 686996, 2013 | P55212;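 active = mean inhibition across replicates at least about 35%, with every replicate also reaching that limit, limit read from the data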;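 note: 0% = median of neutral control wells and 100% = no fluorescence left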
# Target sequence (P55212 24-179 limits assumed): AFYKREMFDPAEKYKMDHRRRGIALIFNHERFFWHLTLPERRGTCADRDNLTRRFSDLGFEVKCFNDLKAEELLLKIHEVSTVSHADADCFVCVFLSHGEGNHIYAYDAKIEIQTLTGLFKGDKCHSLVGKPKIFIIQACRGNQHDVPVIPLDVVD
# Target sequence (P55212 194-293 limits assumed): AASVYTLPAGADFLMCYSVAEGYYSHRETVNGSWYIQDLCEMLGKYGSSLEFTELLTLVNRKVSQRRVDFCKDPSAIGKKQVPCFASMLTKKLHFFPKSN
# LGR2 inh: inhibitors of bursicon-induced LGR2 CRE-luciferase signal, primary screen, cell-based, HEK293, CRE-luciferase reporter, bursicon stimulation; Drosophila bursicon receptor LGR2 (rickets); bursicon-stimulated, 4 h; inhibition, % at 9.99 µM; 380,000 tested, 0.35% active;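 active = drop in luminescence signal, shown as inhibition above about 50% in the replicate tests, limit read from the data, passing the limit was not always enough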;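 note: agonist challenge used bursicon conditioned medium at about half maximal strength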
# miR-122 sensor: miR-122 Renilla sensor signal increase in Huh7, primary screen, miR-122 inhibitor project, cell-based, single point, plate reader. Huh7 miR-122 Renilla luciferase sensor, 48 h; neutral wells = 0, positive control = 100. activation (reporter increase), % at 12.5 µM. 340,000 tested, 0.3% active. AID 602342, 2012;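 active = mean replicate activation score at least 90 and every replicate individually at or above 90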;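 note: higher luciferase means less miR-122 activity so hits act as miR-122 inhibitors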
# PGC1a acetyl inh: inhibitors of PGC1a acetylation signal, primary screen, cell-based, U2OS, AlphaScreen, inhibitor mode; AlphaScreen anti-acetyl-lysine; with virally co-expressed GCN5 acetyltransferase; inhibition, % at 15.6 µM; 350,000 tested, 0.17% active;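 active = every replicate shows inhibition of at least 40%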;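 note: 0% = neutral control wells and 100% = positive control wells; some results beyond the cut were filed as inactive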
# EWS-Fli inh: EWS/Fli-driven NR0B1 reporter inhibitors, primary screen, A673 cells, NR0B1 luciferase, luminescence, MLPCN library | viability-normalised | inhibition, % at 12.6 µM | 350,000 tested, 0.67% active;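 active = mean inhibition of at least 50% after viability correction, with every replicate also passing that limit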;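 note: firefly luciferase signal divided by Alamar Blue viability fluorescence both relative to DMSO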
# An asterisk follows results filed as active; nt = no result given; & = joins results of further samples; [ ] = dose if it differs, or a comment. The order is random. About 2.5% of those tested had a hit in this group.
SMILES,FN deposition inh,Cneo AK release,PAX8 reporter,Casp6 inh,LGR2 inh,miR-122 sensor,PGC1a acetyl inh,EWS-Fli inh
CN(C)CCOC(c1ccc(Cl)cc1)c1ccccn1 (configuration not stated),-7&2,0&1,1&10,3,5&-6,-3&-3,-5&-3,8&-15
COCCN(C(=O)COC(=O)c1ccc(C)o1)c1c(N)n(Cc2ccccc2)c(=O)[nH]c1=O,-6,1,-14,14,-15,-2,-8,-4
CCCNC(=O)C[C@@H]1CC[C@H]2[C@@H](COc3ccc(NC(=O)c4cccc(C(F)(F)F)c4)cc3C(=O)N2C)O1,-13,0,3,1,-25,-5[16.7 µM],1,4
COc1cccc(-c2c(-c3cc(OC)cc(OC)c3)n(C)c3ccc(-c4cccc5[nH]ccc45)cc23)c1,-2,0,4,nt,4,-2,-21,-6
O=C1Cc2cc(S(=O)(=O)N3CCCCC3)ccc2N1,-6,0,14,-1,3,4,4,3
COC(=O)[C@]12CCCCC=C1N(Cc1ccc(Cl)cc1Cl)C(=O)[C@H](CC(=O)N1CCCCC1)C2,2,nt,3,1,4,nt,nt,5
CCc1ccc(NC(=O)CSc2nc(CSc3ccc(C)cc3)cc(=O)[nH]2)cc1,-8,nt,-7,1,6,nt,-4,1
CC(Sc1nc(N)cc(=O)[nH]1)C(=O)Nc1nc2c(s1)CCCC2 (configuration not stated),8,-2,-15,nt,-6,-2,-2,nt
COc1cccc(NC(=O)c2ccccc2OCc2c(C)noc2C)c1,6,nt,-8,5,-7,2,-19,-3
CO[C@@H]1CN(C)C(=O)c2ccc(NC(=O)C3CCC3)cc2OC[C@@H](C)N(Cc2nccs2)C[C@@H]1C,-2,-2,-12,4,-3,-3[16.7 µM],nt,1
Cc1ccc2cc(C)c(SCC(=O)NCc3ccco3)nc2c1,0,3,14,3,8,-2,-6,3
CCC(=O)N1[C@@H](CO)[C@H](c2ccc(-c3cccnc3)cc2)[C@@H]1CN(CC)C(C)=O,nt,4,7,2,0,0[16.7 µM],4,2
CCCCOc1ccc(NC(=O)C(=O)NCCC2=CCCCC2)cc1,6,1,nt,nt,nt,-3,-1,nt
O=C(Nc1cccc(F)c1)N1CC(=O)N2[C@H](CO)[C@@H](c3ccc(-c4ccc(F)cc4)cc3)[C@@H]2C1,nt,nt,27,2,-8,nt,2,-7
CC(=O)CCc1c(C)[nH]c2ccccc2c1=O,nt,3,nt,3,5,0,13,9
COc1ccccc1NC(=O)C1CCN(c2ncccn2)CC1,nt,4,-19,nt,nt,-7,4,nt
CCCc1c(C(=O)OCC)sc(N)c1C#N,-11,nt,-4,-1,nt,nt,nt,-1
COc1ccc(CN(C)C[C@@H]2OCCCC[C@@H](C)Oc3ccc(NC(=O)Nc4ccc(F)cc4)cc3C(=O)N([C@H](C)CO)C[C@H]2C)cc1,nt,6,73*,0,8,-5[16.7 µM],-30,8
CN(C)CCCN(C(=O)C1COc2ccccc2O1)c1nc2cc3c(cc2s1)OCO3 (configuration not stated),14,-2,-21,-5,-22,nt,nt,nt
Cc1cccc(C(=O)NCc2nnc3c4ccccc4c(-c4ccccc4)nn23)c1,-1,nt,-2,-1,-14,nt,nt,2
COc1ccc(S(=O)(=O)N2C[C@H]3CON(C)[C@H]3C[C@H]2c2ccc(-c3cc4ccccc4o3)cc2)cc1,4,-2,24,-4,nt,-5,-3,15
COc1ccc(N2C(=O)CS/C2=C\[N+](=O)[O-])cc1,6,1,-3,nt,nt,0,5,nt
O=C(/C=C/c1ccc2c(c1)OCCCO2)c1ccc2ccccc2c1O,-5,-2,-45,nt,-67,2,-1,nt
O=C(NCc1cccnc1)/C(=N\O)c1ccccc1,nt,-1,nt,nt,13,-5,-11,nt
CC(C)(C)OC(=O)C(Cc1ccc(OC(C)(C)C)cc1)NC(=O)CNC(=O)CNC(=O)OCc1ccccc1 (configuration not stated),7,7,10,3,19,2,7,-3
CCCCNC(=O)c1ccc2c(c1)N(CC)C(=O)c1ccccc1S2(=O)=O,0,-3,4,2,25,8,-4,12
COc1ccc(C(C)(C)C)cc1NC(=O)COC(=O)c1cc(SC)ccc1Cl,-6,nt,-11,3,15,nt,nt,7
CCOc1cc(C(=O)Nc2ccc(NC(C)=O)cc2)ccc1OCC(=O)N1CCCCC1,2,nt,50,0,1,nt,nt,-5
COc1cc2c(cc1OC)C(C(=O)N(C)Cc1ccccc1)C(c1cccnc1)N(C)C2=O (configuration not stated),nt,1,3,2,12,-6,-5,6
Cc1cccc(C(=O)NNC(=O)CCC(=O)Nc2cccc(Cl)c2C)c1,0,-3,-17,nt,1,-6,2,nt
OCCN1CCOCCOc2ccccc2OCCOCC1,-2,5,12,-5,9,-3,6,5
C[C@@H]1CN([C@H](C)CO)C(=O)c2cc(C#CC3(O)CCCC3)cnc2O[C@H]1CN(C)C(=O)Cc1cccnc1,-14,1,-5,0,-1,-2[16.7 µM],3,-12
Cc1ccc(NC(=O)c2cccc(C(F)(F)F)c2)cc1NC(=O)c1[nH]cnc1C(N)=O,-3,0,19,-16,-13,9,-3,-3
O=C(c1ccccc1[N+](=O)[O-])N1CCCC(C(=O)N2CCCCCC2)C1 (configuration not stated),1,0,3,3,7,3,-11,5
C=CCc1cccc(CNc2nc3ccccc3n2CCC)c1O,15,2,18,nt,nt,5,6,nt
COc1ccc(N2C(S)=C(C#N)C(=O)NC23CCCCC3)cc1,4,nt,-6,2,-11,nt,nt,-20
Cc1[nH]c2ccccc2c1C1C(c2ccccc2)=NN=C(C(C)C)N1O (configuration not stated),-4,2,24,nt,nt,2,4,nt
C[C@@H]1CN([C@H](C)CO)C(=O)c2cc(/C=C/c3ccccc3)cnc2O[C@H]1CN(C)Cc1cccnc1,nt,1,nt,1,7,15[16.7 µM],3,-8
C[C@H](NC(=O)Cc1cccc2ccccc12)C(=O)N1CCCN(C)CC1,-2,1,-17,-10,10,-7,2,6
COc1ccc([C@H]2C[C@@H](O)[C@H](n3cc(COC(=O)c4ccccc4)nn3)CN2CC2CCCCC2)cc1,5,-1,-9,-1,0,2,nt,-3

# Ordered by the number under Casp6 inh (rising): three from the list above
SMILES	Casp6 inh
C[C@H](NC(=O)Cc1cccc2ccccc12)C(=O)N1CCCN(C)CC1	-10
C[C@@H]1CN([C@H](C)CO)C(=O)c2cc(C#CC3(O)CCCC3)cnc2O[C@H]1CN(C)C(=O)Cc1cccnc1	0
O=C(c1ccccc1[N+](=O)[O-])N1CCCC(C(=O)N2CCCCCC2)C1 (configuration not stated)	3

# Other compounds
SMILES,FN deposition inh,Cneo AK release,PAX8 reporter,Casp6 inh,LGR2 inh,miR-122 sensor,PGC1a acetyl inh,EWS-Fli inh
Cc1oc2c(Cl)c(Cl)c(O)c(CN(C)C)c2c1C(=O)c1ccc(Cl)cc1,-4,1,-43,2,24,-7,11,3
COc1ccc(-n2c(-c3ccco3)n[nH]c2=S)cc1,4,3,-9,nt,nt,-1,12,nt
Cc1ccc(Cn2c(=O)c3c(ncn3C)n(C)c2=O)cc1,5,-4,-4,-1,-2,-3,-1,-16
CCOc1cc(N2CCOCC2)c(OCC)cc1NC(=O)c1ccc2ncsc2c1,-8,-4,-15,6,-32,-7,-1,-14
CCOC(=O)CNC(=O)CSc1nnc(C)c(=O)[nH]1,2,nt,12,0,5,nt,nt,-35
C[C@@H]1CN([C@@H](C)CO)C(=O)c2cccc(N(C)C)c2O[C@H]1CN(C)C(=O)Nc1ccc2c(c1)OCO2,10,5,-12,2,-5,4[16.7 µM],-1,-4
CN(C)N1C(=O)C2C3C=CC(O3)C2C1=O (configuration not stated),-4,1,-4,5,-15,-6,-15,-7
Cc1ccn(C(C)CC(=O)Nc2ccc(-c3ccno3)cc2)n1 (configuration not stated),4,-2,10,3,-1,nt,nt,nt
COCC(=O)N[C@H]1C=C[C@H](CC(=O)N2CCCCC2)O[C@H]1CO,-11,-12,1,-1,-13,11[16.7 µM],3,-12
COc1ccccc1NCC(=O)NNCC(=O)Nc1ccc(F)c(Cl)c1,-18,0,-132,-2,5,1,-2,-24
CC(C)NC(=O)c1ccc2c(c1)N(CC(=O)N1CCCCC1)C(=O)C(C)(C)O2,4,-4,-19,1,-5,nt,nt,7
NC(=O)c1ccc[n+](CC(=O)c2cccc([N+](=O)[O-])c2)c1,-4,-2,4,1,20,nt,5,-7
O=C(C[C@@H]1CC[C@@H]2[C@H](COC[C@H](O)CN2C(=O)Cc2ccccc2)O1)NC1CCCC1,0,-4,6,-1,18,1[16.7 µM],-4,10
Cc1ccc2c(c1)N(CCCC(=O)NCCCN1CCCCC1)C(=O)CO2,3,0,15,-18,-1,-3,-1,5
O=C(Nc1nc2cc3c(cc2s1)OCCO3)c1ccc([N+](=O)[O-])o1,2,-2,-60,2,-54,-3,-1,nt
O=C(Nc1ccccc1C(=O)N1CCCCC1)c1ccc(Cl)cc1Cl,-16,3,6,-2,11,1,nt,3
N#C[C@H]1[C@H](c2ccc(C#Cc3ccc(F)cc3)cc2)[C@H](CO)N1C(=O)C1CCCC1,-2,-3,-4,0,6,nt,-9,-20
Nc1ccc2c(c1)nc(Cc1ccccc1)n2CCO,7,-1,0,0,0,0,-4,6
CCCCNC(=O)CNC(=O)c1nn(-c2ccc(OC)cc2)c(=O)c2ccccc12,-5,-1,17,-1,-3,12,3,4
O=S(=O)(N[C@H]1CC[C@@H](CCn2cc(-c3ccccn3)nn2)O[C@H]1CO)c1cccc(F)c1,-11,1,2,-1,-11,nt,2,-2

# Quoted from the listing:
# `O=C(Nc1nc2cc3c(cc2s1)OCCO3)c1ccc([N+](=O)[O-])o1` – FN deposition inh = 2
# `N#C[C@H]1[C@H](c2ccc(C#Cc3ccc(F)cc3)cc2)[C@H](CO)N1C(=O)C1CCCC1` – EWS-Fli inh = -20

# Additional structures follow:
SMILES,FN deposition inh,Cneo AK release,PAX8 reporter,Casp6 inh,LGR2 inh,miR-122 sensor,PGC1a acetyl inh,EWS-Fli inh
CC(C)CC(NC(N)=O)C(=O)NCc1ccccc1Cl (configuration not stated),6,nt,-41,-1,-16,5,4,-2
C[C@@H]1CN([C@H](C)CO)C(=O)Cc2cc(NC(=O)CCN3CCOCC3)ccc2O[C@H]1CN(C)S(=O)(=O)c1ccc(Cl)cc1,nt,-3,nt,2,-7,2[16.7 µM],-3,-4
Cc1ccc(OCc2cc(C(=O)N3CCN(c4ccccc4)CC3)no2)cc1C,-1,-1,-254,1,-97,-9,0,-45
CCc1nc(N=C(N)N)nc2ccccc12,-9,nt,18,-17,nt,nt,nt,11
CC(=O)Nc1nnc(SCC(=O)NC(C)(C)C)s1,nt,nt,nt,1,15,-3,nt,3
CCN1CCN(c2cc(C)c3cc(NC(=S)NCCCOC)ccc3n2)CC1,2,-2,7,-49,-15,12,7,-3
COc1cccc(CN2CCNC(=O)C2CC(=O)NCc2cn3ccccc3n2)c1OC (configuration not stated),-10,nt,3,-6,17,nt,-4,1
O=C(c1ccc(Sc2ccc(F)cc2)c([N+](=O)[O-])c1)N1CCOCC1,-2,1,-5,4,-10,0,7,2
Cc1ccccc1OCC(=O)NNC(=O)c1ccc2c(=O)n3c(nc2c1)CCC3,nt,0,-13,3,18,-3,nt,-3
CCn1c(CNC(=O)c2ccco2)nnc1SCC(=O)Nc1cc(F)ccc1C,-7,-3,9,-3,3,-3,-6,5
CCN1C(=O)/C(=C/c2cccs2)S/C1=N\S(=O)(=O)c1ccc(C)cc1,-5,8,21,1,0,-1,nt,-10
